# Screening results from PubChem BioAssay.
# D3 ag – agonists of human D3 dopamine receptor; max activation, %; 410,000 tested, 0.58% active; AID 652048; P35462; D3R DiscoveRx beta-arrestin cells, luminescence, 90 min; in the data active = max activation above about 30%; also: 0% is about no effect; mostly tested at two doses, the higher about 12 µM
# Target sequence (P35462 whole entry, looked up): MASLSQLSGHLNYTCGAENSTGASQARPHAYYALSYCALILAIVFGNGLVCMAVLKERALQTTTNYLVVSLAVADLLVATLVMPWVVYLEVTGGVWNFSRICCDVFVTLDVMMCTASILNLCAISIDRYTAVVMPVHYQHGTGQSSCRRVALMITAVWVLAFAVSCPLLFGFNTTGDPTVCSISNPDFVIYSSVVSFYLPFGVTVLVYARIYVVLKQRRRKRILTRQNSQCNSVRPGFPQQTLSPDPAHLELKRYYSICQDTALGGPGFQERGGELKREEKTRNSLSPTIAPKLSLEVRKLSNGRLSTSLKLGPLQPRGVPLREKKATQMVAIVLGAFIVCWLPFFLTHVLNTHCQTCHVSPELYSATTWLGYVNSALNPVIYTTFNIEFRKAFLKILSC
#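 Agonist mode: compounds and dopamine controls were applied to plated cells for 90 min at 37 degrees C after an overnight attachment at 1500 cells/well. Luminescent read-out followed 30 - 60 minutes at room temperature with DiscoveRx detection reagent.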
# SW480 rereplic – DNA re-replication induction in SW480 cells | SW480 DNA re-replication, Hoechst DNA content imaging, 48 h | Potency, µM (top dose mostly 46.1 µM), for the others: at the top dose re-replication activation, most hits filed as activators | 340,000 tested, 1.8% active; also: potency is read from the fitted curve at half-maximal effect; % of control where 0% means no effect; nearly all actives have a fitted effect of over 55% in size
#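 Treated cells incubate 48 hr (37 C, 5% CO2), are stained 40 min with Hoechst, and nuclear fluorescence is enumerated; a rise in nuclei with high DNA signal marks re-replication.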
# D3 antag – blocks the human D3 dopamine receptor. 360,000 tested, 2.5% active. max response, negative = inhibition, %. P35462. AID 652054. D3R cells, DiscoveRx beta-arrestin luminescence, antagonist mode; hits give low values; in the data active = max response below about -50%; inconclusive = no clear call, values can overlap the other calls; also: % is scaled to controls: 0 for no effect and ±100 for the full control effect; mostly tested at two doses, the higher about 12 µM
#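 Cells expressing the human receptor were seeded at 1500 cells/well, incubated overnight at 37 degrees C in 5% CO2, then exposed to library compounds with dopamine controls for 90 minutes at 37 degrees C before luminescent detection.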
# HT1080 IDH1KD tx – HT-1080 IDH1 knockdown cell toxicity (counter line) | HT-1080 IDH1 knockdown viability, ATP luminescence, 48 h | Potency, µM (series often up to 46.1 µM), for inactives: at the highest dose activity, negative = toxicity, hits mostly cytotoxic | 360,000 tested, 2% active | AID 686971;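 also: potency is read from the fitted curve at half-maximal effect; 0% = DMSO wells and -100% = cell-free medium wells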
#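 In this qHTS, HT-1080 cells depleted of IDH1 are exposed for 48 h at 37 °C to compound titrations. Toxicity is scored from CellTiter-Glo luminescence, with DMSO as full viability and medium alone as none.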
# KB-V1 MDR tox – kills drug-selected multidrug resistant KB-V1 cells; KB-V1 MDR cells viability, CellTiter-Glo, 72 h; Potency, µM (top dose mostly 46.1 µM), for inactives: at the top dose activity change, negative = cytotoxicity, usual class: cytotoxic; 400,000 tested, 3.4% active; AID 1347076; also: potency is read from the fitted curve at half-maximal effect; % is scaled to controls: 0 for no effect and ±100 for the full control effect; nearly all actives have a fitted effect of over 60% in size
#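 KB-V1 cells (P-gp-expressing MDR subline of KB-3-1) in phenol-red-free DMEM with 10% FBS were exposed to library compounds over a concentration series for 72 h at 37 degrees C. Viability read by CellTiter-Glo luminescence; concentration-effect curves fitted after normalization.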
# HT1080NT lethal – kills 2HG-producing HT-1080-NT fibrosarcoma cells. HT-1080-NT fibrosarcoma viability, CellTiter-Glo ATP luminescence, 48 h. Potency, µM (top dose mostly 46.1 µM), inactives show at the highest dose activity, negative = less viability, hits mostly cytotoxic. 360,000 tested, 1.6% active. AID 686970;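 also: NT is the 2HG producing partner of a matched IDH1 knockdown line; potency is read from the fitted curve at half-maximal effect; 0% = DMSO-treated cells and -100% = media-only wells without cells; nearly all actives have a fitted effect of over 55% in size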
#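 Toxicity toward the 2HG-producing NT line was scored as %Activity, normalised to DMSO and no-cell wells, from CellTiter-Glo luminescence after 48 hours' treatment.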
# IL1B secr inh – inflammasome signaling inhibition, IL-1 beta readout; 360,000 tested, 4.7% active; AID 743279; THP-1 LPS/ATP IL-1B secretion, AlphaLISA, 16 h; hits give low values; activity change, % at 57.5 µM; in the data active = activity change below about -50%; inconclusive = mostly about -30% to -49%; also: % is scaled to controls: 0 for no effect and ±100 for the full control effect
#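 Secreted IL-1B measured by AlphaLISA bead assay after 16 h compound exposure of THP-1 cells; compounds (final up to 57.5 uM) added 1 h before LPS (250 ng/mL) and ATP (1.25 mM) stimulation; lower signal means less secretion.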
# KB-3-1 cytotox – KB-3-1 parental cell cytotoxicity; KB-3-1 viability, CellTiter-Glo ATP luminescence, 72 h; 400,000 tested, 1.4% active; AID 1347075; Potency, µM (doses to about 46.1 µM), for the others: at the top dose activity change, negative = cytotoxic, usual class: cytotoxic; also: potency is read from the fitted curve at half-maximal effect; % is scaled to controls: 0 for no effect and ±100 for the full control effect; nearly all actives have a fitted effect of over 60% in size
#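 Cells are dispensed, compounds pinned in, plates held at 37 °C for 72 h, then CellTiter-Glo is added and luminescence read after 10 minutes. Cell line: parental KB-3-1 in phenol-red-free DMEM, 10% FBS.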
# GLP-1R agonist – GLP-1 receptor (human) agonism; 380,000 tested, 0.007% active; P43220; HEK293 GLP-1R CRE-luciferase, luminescence, 4-6 h; cells express a hypersensitive GLP-1R form; Potency, µM (highest dose often 45.6 µM), without a hit: at the top dose activation, hits mostly activators; also: potency is read from the fitted curve at half-maximal effect; % of control where 0% means no effect
# Target sequence (P43220 whole entry, looked up): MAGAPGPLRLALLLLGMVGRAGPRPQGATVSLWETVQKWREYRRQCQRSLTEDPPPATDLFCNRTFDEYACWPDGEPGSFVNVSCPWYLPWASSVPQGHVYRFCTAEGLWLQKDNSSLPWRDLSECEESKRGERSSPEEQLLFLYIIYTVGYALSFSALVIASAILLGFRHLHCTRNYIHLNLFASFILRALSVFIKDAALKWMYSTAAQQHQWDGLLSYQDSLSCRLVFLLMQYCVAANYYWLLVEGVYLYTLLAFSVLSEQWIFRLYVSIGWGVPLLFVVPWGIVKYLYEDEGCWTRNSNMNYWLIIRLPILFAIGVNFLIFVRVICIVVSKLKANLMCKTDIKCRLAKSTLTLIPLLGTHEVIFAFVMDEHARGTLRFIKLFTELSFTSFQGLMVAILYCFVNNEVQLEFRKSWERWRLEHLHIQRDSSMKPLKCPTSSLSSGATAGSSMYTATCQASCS
# An asterisk follows results filed as active; u = inconclusive; x = not tested or not shown; [ ] = remark or other dose. Unless noted, calls follow the shape of the dose curve; as a rule, active = well fitted curve in the direction sought with a large enough effect; inconclusive = small, poorly fitted or top-dose-only effect, or another doubt; inactive = no such curve, though single readings can be large; an effect the other way counts as inactive or inconclusive.
SMILES,D3 ag,SW480 rereplic,D3 antag,HT1080 IDH1KD tx,KB-V1 MDR tox,HT1080NT lethal,IL1B secr inh,KB-3-1 cytotox,GLP-1R agonist
CCOC(=O)c1ccc(NC(=S)N(CCCN2CCCC(C)C2)Cc2ccco2)cc1 (stereo not given),-31,6%,u,u,25%,u,-22,10%,11%
CSc1nsc(/C=C/Nc2ccc(O)cc2C)c1C#N,-3,23µM*,-55*,-21%,-11%,-13%,-5,-6%,-3%
CCc1cc(=O)oc2cc(C)cc(OCC(C)=O)c12,-7,-7%,-18,-16%,-25%,-17%,-8,0%,5%
Cc1c(C(=O)N/N=C/c2ccccc2)sc(=S)n1C,-2,-14%,u,19%,0%,13%,0,7%,-7%
CCn1c(=O)cc(SCC(=O)Nc2ccc3c(c2)OCO3)c2ccccc21,11,-10%,8,u,16µM*,-7%,-20,5%,21%
COc1ccc(C(=O)Nc2ccccc2Cc2ccccc2)c(OC)c1,0,7%,-2,-15%,u,-15%,0,0%,15%
CC(/C=C1\NC(=S)NC1=O)=C\c1ccccc1,3,-1%,-3,9%,-3%,7%,u,-21%,-2%
C=CCOC(=O)C1=C(C)Nc2nnnn2C1c1cccc(OC)c1OC (stereo not given),-7,0%,-7,-9%,-6%,-1%,-2,-7%,u
CN(c1ccccc1C(=O)Nc1ccc(S(=O)(=O)N2CCCCC2)cc1)S(C)(=O)=O,2,-3%,22,2%,u,-4%,2,-8%,-9%
N#CCCCCn1c(-c2cncs2)nc2ccccc21,-3,0%,-56*,0%,-24%,-2%,-19,0%,0%
Cc1c(C(=O)O)sc2c1c(=O)n(Cc1ccccc1)c(=O)n2C,0,-13%,-14,8%,-6%,3%,37,23%,0%
Cc1cccc(NS(=O)(=O)c2cccc3nsnc23)c1,1,-6%,5,-5%,-3%,-1%,41,3%,-2%
Cc1ccc(CNC(=O)C2CCC(CNS(=O)(=O)c3cccs3)CC2)cc1 (stereo not given),0,u,-2,-7%,-10%,-13%,-15,-6%,9%
Cc1cc(C)c(-c2cc(NC(=O)COC(=O)c3ccc(C#N)cc3)n(-c3ccccc3)n2)cc1C,-5,5%,-9,-8%,1%,1%,-13,8%,9%
O=C(CSc1oc(-c2cccs2)nc1S(=O)(=O)c1ccc(F)cc1)NCC1CCCO1 (stereo not given),-7,-1%,-2,1%,-3%,-6%,-14,-10%,7%
Cc1ccc(OC(C)C(=O)Nc2ccc3c(c2)n(C)c(=O)n3C)cc1C (stereo not given),-8,4%,-17,-3%,5%,-1%,41,0%,-7%
Cc1cc(Nc2ccccc2)n(CCO)n1,-9,-5%,13,0%,5%,2%,22,-3%,2%
O=C1CC(N2CCN(c3nc4ccccc4s3)CC2)C(=O)N1c1cccc(F)c1 (stereo not given),-2,-22%,13,-2%,10%,11%,17,18µM*,-13%
CC(C)CNc1cc(N2CCCC2)ccc1[N+](=O)[O-],-20,1%,-21,4%,u,0%,-10,-12%,0%
N#CCSc1nnc(-c2ccc(S(=O)(=O)N3CCOCC3)cc2)n1CC1CCCO1 (stereo not given),-6,0%,-5,-7%,1%,-3%,7,-9%,-1%

# Look-ups from the entries so far:
# CCOC(=O)c1ccc(NC(=S)N(CCCN2CCCC(C)C2)Cc2ccco2)cc1 (stereo not given) – IL1B secr inh = -22
# CSc1nsc(/C=C/Nc2ccc(O)cc2C)c1C#N – D3 antag = -55*
# Cc1ccc(OC(C)C(=O)Nc2ccc3c(c2)n(C)c(=O)n3C)cc1C (stereo not given) – HT1080NT lethal = -1%

# Next section:
SMILES,D3 ag,SW480 rereplic,D3 antag,HT1080 IDH1KD tx,KB-V1 MDR tox,HT1080NT lethal,IL1B secr inh,KB-3-1 cytotox,GLP-1R agonist
Nc1[nH]c(C(=O)c2ccccc2)c(-c2cccnc2)c1C(=O)NC1CCCCC1,-15,x,-10,6%,-15%,13%,-15,22%,-5%
COc1ccc2[nH]c(=O)c(CN(CC3CCCO3)C(=S)Nc3ccccc3)cc2c1 (stereo not given),-2,5%,2,1%,-1%,-8%,-16,-4%,12%
CN(CCO)c1nc(NCc2ccccc2)c2cnn(C)c2n1,1,0%,0,-2%,-9%,10%,20,-1%,3%
COc1ccc2nc(NC(=O)C3=NN(c4ccccc4)C(=O)CC3)sc2c1,-2,-9%,-7,0%,-12%,-12%,11,-3%,-7%
CC(=O)[C@@]1(O)[C@H](C)CC2C3CC=C4CC(OP(=O)(O)O)CC[C@]4(C)C3CC[C@@]21C (stereo not given in full),3,-12%,-5,3%,u,3%,8,6%,0%
CCCCCCCC(=O)NNC(=O)CC(=O)Nc1ccccc1C(=O)O,1,-5%,52,0%,2%,2%,20,4%,-24%
COc1ccc(/C=C/C(=O)c2ccc(OC)cc2O)cc1,-34,u,0,-14%,-6%,-17%,-98*,u,6%
O=C(Cc1cccs1)N/N=C/c1ccco1,2,-9%,-5,18%,15%,24%,8,22%,-3%
COc1ccc(NCC(=O)Nc2ccc(C#N)cc2)cc1Cl,-8,7%,17,-7%,5%,-3%,u,1%,-9%
COc1ccc(S(=O)(=O)c2cnc(SCC(=O)Nc3cc(F)ccc3C)[nH]c2=O)cc1Cl,-15,x,x,x,-19%,x,x,6%,-3%
CC(NCc1ccc(S(N)(=O)=O)cc1)C(=O)NCc1ccccc1 (stereo not given),-2,-12%,3,13%,-6%,16%,17,1%,0%
COC(=O)CSC1=C(C#N)C(c2sccc2C)CC(=O)N1 (stereo not given),3,-7%,63,-3%,10%,-1%,49,-14%,1%
Cc1ccccc1CN(c1ccc(C(=O)NCc2cccnc2)cc1)S(C)(=O)=O,4,-8%,-12,3%,-27%,7%,0,-16%,-1%
N#C/C(=N/Nc1ccc(S(=O)(=O)N2CCOCC2)cc1)C(N)=O,-1,-21%,-27,10%,u,1%,5,11%,-4%
Nc1ccnn1Cc1cccnc1,-4,1%[9.22 µM],5,2%,7%,6%,-6,10%,-11%
COc1ccc(C(=O)NCC2CCCCC2)cc1S(=O)(=O)N1CCOCC1,10,-5%,8,-9%,u,0%,22,4%,11%
Cc1oc2ccccc2c1CC(=O)NCCCN(C)C,-3,-29%,1,-1%,0%,5%,11,u,-2%
O=C(CCc1ccccc1)NNC(=O)Nc1ccc(Cl)cc1,-6,1%,16,-6%,-3%,19%,-1,-1%,0%
O=C(Nc1ccccc1Cl)c1cc2ccccc2o/c1=N\O,-9,u,-9,2%,-23%,-9%,4,-16%,7%
CC(C)(C)C(=O)NC(=S)NNC(=O)c1sc2ccccc2c1Cl,-8,u,1,12µM*,10µM*,16µM*,38,9.2µM*,-10%
CCC(C)c1ccc(C(C)NC(=S)NCc2ccc(F)cc2)cc1 (stereo not given),-2,u,-13,u,u,u,-80*,u,-6%
CCNc1ccccc(C(=O)/C=C/c2ccc3c(c2)OCO3)c1=O,6,-14%,1,-18%,10%,-25%,-9,-17%,0%
CCN(CC)CCCNS(=O)(=O)c1ccc(OC)cc1,-28,-9%,-28,-5%,-1%,1%,-3,-12%,6%
CC(=O)c1ccc(S(=O)(=O)NCc2ccc(C(=O)NCC(c3ccccc3)N(C)C)cc2)cc1 (stereo not given),-7,3%,-8,5%,-14%,-4%,7,-23%,19%
COc1ccc(C)cc1N(C(=O)COc1cccc(F)c1)c1nc2ccccc2s1,-7,16%,-21,-21%,u,-12%,-9,0%,-16%
CCCc1ccc(OCc2ccc(C(=O)O)o2)c(OC)c1,2,-4%[9.22 µM],16,4%,-1%,1%,29,15%,-23%
COCCCn1c(SCC(=O)O)nc2cc(OC)c(OC)cc2c1=N,-4,-3%,-1,22%,-3%,19%,24,-14%,1%
Cc1ccc(O)c(C(=O)c2cnn(C(=O)Cc3csc(C)n3)c2)c1,-1,-1%,2,-21%,u,-17%,-11,u,-37%[inhibitor]
O=C(Nc1ccc(F)cc1)Nc1ccc2c(c1)CCC2,-4,-1%,9,14%,17%,8%,-22,-1%,0%
CCC(=O)NNc1ccc(Br)cc1,-6,-4%,-16,4.1µM*,11%,3.7µM*,-8,-3%,7%
Cc1cccc(NC(=O)CSCC(=O)N2CCN(Cc3ccc4c(c3)OCO4)CC2)c1,-1,-3%,0,3%,-7%,1%,10,15%,6%
Fc1ccc(-c2csc3ncnc(Cl)c23)cc1,-1,u,17,3%,3%,6%,-7,-2%,1%
CC(C)CNC(=O)c1cc2nc(C3CC3)cc(C(F)(F)F)n2n1,-2,9%,16,0%,u,-6%,-8,0%,9%
COc1ccc(NC(=O)CN(c2ccccc2F)S(=O)(=O)c2ccc(C)cc2)cc1,-2,-30%[inhibitor],-9,0%,-26%,0%,7,3%,1%
COc1ccc(C)cc1NC(=O)c1ccc2c(Cl)c3c(nc2c1)CCC3,0,x,x,x,0%,x,x,0%,0%
COc1ccc(S(=O)(=O)N2CCN(C(=O)c3cc(C)nc4ccccc34)CC2)cc1OC,-4,1%,-13,4%,13%,1%,24,5%,7%
CCn1c(SCc2ccc(OC)c(F)c2)nc2ccccc2c1=O,4,6%,11,-14%,u,u,-15,16%,34%
OC(c1ccccc1)(c1nc(-c2ccc(F)c(Cl)c2)cs1)C(F)(F)F (stereo not given),-14,x,-14,18µM*,5%,u,7,0%,-7%
CCc1ccc2nc(N=C(N)N)nc(C)c2c1,3,-1%,11,u,-2%,u,-91*,23µM*,0%
COc1ccccc1NC(=O)N(Cc1cc2cc(OC)c(OC)cc2[nH]c1=O)CC1CCCO1 (stereo not given),-2,13%,-24,-5%,-24%,-4%,u,-1%,16%

# Quoted at random: 2 records from the list
SMILES,D3 ag,SW480 rereplic,D3 antag,HT1080 IDH1KD tx,KB-V1 MDR tox,HT1080NT lethal,IL1B secr inh,KB-3-1 cytotox,GLP-1R agonist
CCC(C)c1ccc(C(C)NC(=S)NCc2ccc(F)cc2)cc1 (stereo not given),-2,u,-13,u,u,u,-80*,u,-6%
Fc1ccc(-c2csc3ncnc(Cl)c23)cc1,-1,u,17,3%,3%,6%,-7,-2%,1%
